BRCT PPI green – BRCA1 BRCT-phosphoprotein interaction inhibition; AID 875; BRCA1 BRCT-phosphopeptide binding, green fluorescence polarization; P38398; Potency, µM (titrated, usually from 76.9 µM), inactives show at the highest dose activity change, negative = inhibition, usual class: inhibitors; 75,000 tested, 0.05% active;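 note: potency is the fitted concentration of half-maximal effect; plate controls were peptide without protein for full effect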
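Compounds were incubated for 12 min at room temperature with a complex of 100 nM fluorescein-tagged pBACH1 decapeptide and 250 nM His-tagged BRCT protein. Buffer was phosphate pH 7.3 with EDTA, DTT and Tween 20. Disruption of binding lowers the polarization signal.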
Casp7 inh – caspase-7 (human) inhibition, allosteric or competitive; Potency, µM (titrated, usually from 57.5 µM), for the others: at the highest dose activity change, negative = inhibition, hits mostly inhibitors; recombinant caspase-7, Ac-DEVD-AFC fluorescence rate; 75,000 tested, 0.02% active; active = well fitted inhibition curve with a large enough effect in the main read-out, with a control signal flat, not every such curve was filed as active; inconclusive = small, poorly fitted or top-dose-only effect, or a change in a side signal; note: potency is the fitted concentration of half-maximal effect; % of control where 0% means no effect
Target sequence (P55210 24-198 limits assumed): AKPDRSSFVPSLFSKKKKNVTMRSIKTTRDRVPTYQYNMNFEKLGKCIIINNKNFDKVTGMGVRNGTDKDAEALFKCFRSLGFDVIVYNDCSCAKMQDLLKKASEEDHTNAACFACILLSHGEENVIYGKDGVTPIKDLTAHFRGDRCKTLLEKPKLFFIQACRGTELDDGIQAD
Target sequence (P55210 207-303 limits assumed): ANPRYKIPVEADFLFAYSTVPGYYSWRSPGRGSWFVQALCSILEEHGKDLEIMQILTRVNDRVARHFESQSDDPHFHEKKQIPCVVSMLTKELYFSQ
UbGFP stabilizer – inhibits proteasome, raising ubiquitin-GFP reporter fluorescence. Ubiquitin-GFP reporter cells, proteasome inhibition, GFP fluorescence; response scale: untreated = 0%, 10 µM MG-132 = 100%. Potency, µM (top dose mostly 45.9 µM), inactives show at the highest dose activation (GFP accumulation), most hits filed as activators. 67,000 tested, under 10 active. AID 526; active = well fitted activation curve with a large enough effect, not every such curve was filed as active; inconclusive = small, poorly fitted or top-dose-only effect, or another doubt; inactive = no such curve, though single readings can be large or run the other way; note: potency is the fitted concentration of half-maximal effect
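GFP accumulation read-out: laser plate cytometry counting ubiquitin(G76V)-GFP-expressing U2OS cells after 4 hr compound exposure at 37 °C. Titrations spanned 46 uM to 2.9 nM; 0% = basal, 100% = 10 uM MG-132; concentration-response curves fitted.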
Fluorescein autfl – fluorescein region autofluorescence; Compound autofluorescence, 480/540 nm, fluorescein-equivalent; stronger effect = higher value; max fluorescein-equivalent concentration, M; 59,000 tested, 0.91% active; in the data active = max fluorescein-equivalent concentration above about 10 nM; inconclusive = between about 1.1 nM and that limit
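Each compound is tested across a concentration series in 100 mM Tris buffer at pH 8.0. After 15 min at room temperature, plates are imaged with 480 nm excitation and 540 nm emission filters, and intensities are converted to fluorescein-equivalent values.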
USP2a inhib – USP2a (human) protease inhibition | O75604 | USP2a enzymatic assay, qHTS inhibition | 60,000 tested, 0.1% active | Potency, µM (top dose mostly 38.3 µM), for the others: at the top dose activity change, negative = inhibition, hits mostly inhibitors | AID 927;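 note: potency is the fitted concentration of half-maximal effect; nearly all actives have a fitted effect of over 60% in size; plate controls were DMSO for no effect and NEM full inhibition control for full effect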
Target sequence (O75604 whole entry, looked up): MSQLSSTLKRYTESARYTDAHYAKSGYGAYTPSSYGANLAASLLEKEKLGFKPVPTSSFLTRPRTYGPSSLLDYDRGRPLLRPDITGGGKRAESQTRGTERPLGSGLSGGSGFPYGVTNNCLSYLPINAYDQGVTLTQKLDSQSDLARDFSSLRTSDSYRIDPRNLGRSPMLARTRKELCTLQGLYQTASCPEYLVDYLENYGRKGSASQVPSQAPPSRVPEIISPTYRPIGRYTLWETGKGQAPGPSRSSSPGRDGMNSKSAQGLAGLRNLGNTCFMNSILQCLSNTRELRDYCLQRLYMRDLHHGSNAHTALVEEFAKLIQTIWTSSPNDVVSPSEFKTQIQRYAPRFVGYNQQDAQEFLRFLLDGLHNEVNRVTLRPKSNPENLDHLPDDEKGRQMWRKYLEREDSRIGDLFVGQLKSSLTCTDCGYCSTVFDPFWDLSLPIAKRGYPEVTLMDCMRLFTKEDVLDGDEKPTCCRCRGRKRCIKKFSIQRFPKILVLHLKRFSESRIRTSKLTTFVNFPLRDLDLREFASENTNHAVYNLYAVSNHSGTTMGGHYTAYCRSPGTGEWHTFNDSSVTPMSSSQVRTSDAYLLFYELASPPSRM
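Inhibition is measured in a cell-free coupled assay with 20 nM USP2 core, 20 nM Ub-PLA2 and 20 uM NBD C6-HPC, 2.5 h incubation. Activity normalized to NEM control.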
BRCT inh red – disrupts BRCA1 BRCT binding to phosphoprotein, red fluorophore readout | BRCT-phosphopeptide binding, red fluorescence polarization | Potency, µM (series often up to 76.9 µM), for the others: at the top dose activity change, negative = inhibition, most hits filed as inhibitors | 75,000 tested, 0.03% active; note: % is set by controls: 0 for no effect and ±100 for the full control effect
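Rhodamine-labelled pBACH1 10-mer (100 nM) bound to BRCT domain (100 nM) at pH 7.3; compounds incubated 12 min room temperature, polarization read. Free peptide defines full inhibition; unlabelled decapeptide titrated as control.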
HEK293 cAMP ctrl – raises cAMP in parental HEK293 cells, TSHR agonist counter-screen; parental HEK293 CNG cAMP sensor, membrane potential fluorescence; Potency, µM (series often up to 57.1 µM), for inactives: top-dose activation, usual class: activators; 73,000 tested, 2.5% active; note: potency is the fitted concentration of half-maximal effect; % of control where 0% means no effect; nearly all actives have a fitted effect of over 55% in size
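Parental HEK 293 cells stably expressing a cAMP-gated CNG channel were loaded with membrane potential dye containing 100 uM RO 20-1724 for 60 min. Compound added for 30 min; depolarization read as fluorescence intensity at 590 nm.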
4MU fluor – 4-MU region autofluorescence | compound autofluorescence, 340/450 nm, 4-MU equivalents; stronger effect = higher value | max dye-equivalent concentration, M | 59,000 tested, 11% active; in the data active = max dye-equivalent concentration above about 10 nM; inconclusive = mostly about 1.1 nM to 9.6 nM
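Intrinsic fluorescence at 340/450 nm (ex/em) was read after 15 min at room temperature in pH 8.0, 100 mM Tris. Each compound concentration expressed as 4-MU-equivalent concentration from a six-point 4-MU standard series on each plate.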
A350 fluor – A350 region autofluorescence. Compound autofluorescence, 340/450 nm, Alexa 350 dye-equivalents; stronger effect = higher value. max dye-equivalent concentration, M. 59,000 tested, 11% active. AID 590; in the data active = max dye-equivalent concentration above about 10 nM; inconclusive = mostly about 1.1 nM to 9.6 nM
Epigenetic mod – epigenetic GFP locus derepression in mouse cells; mouse C127i GFP locus derepression, cytometry, 30 h; Potency, µM (titrated, usually from 46.1 µM), without a hit: at the highest dose GFP derepression (activation); 68,000 tested, 0.09% active; note: % of control where 0% means no effect
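Locus derepression in mouse mammary C127i cells whose integrated CMV-GFP reporter is normally silent; GFP expression after 30 h compound treatment was quantified by counting fluorescent cells.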
Casp1 inh – allosteric or competitive inhibitors of human caspase-1; P29466; Caspase-1 enzyme, Ac-WEHD-AFC fluorogenic rate; Potency, µM (series often up to 57.5 µM), for inactives: at the highest dose activity change, negative = inhibition, most hits filed as inhibitors; 75,000 tested, 0.03% active; AID 900;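 note: potency is the fitted concentration of half-maximal effect; plate controls were vehicle for no effect and no substrate for full effect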
Numbers without * were called inactive; i = inactive; ? = inconclusive; / = no result given; [ ] = dose if it differs, or a comment. Unless noted, calls come from the whole dose curve; as a rule, active = well fitted curve in the direction sought with a large enough effect; inconclusive = small, poorly fitted or top-dose-only effect, or another doubt; inactive = no such curve, though single readings can be large; an effect the other way counts as inactive or inconclusive. Some of the compounds tested; count on the stated rates, not on these rows.

Short forms – A = BRCT PPI green; B = Casp7 inh; C = UbGFP stabilizer; D = Fluorescein autfl; E = USP2a inhib; F = BRCT inh red; G = HEK293 cAMP ctrl; H = 4MU fluor; I = A350 fluor; J = Epigenetic mod; K = Casp1 inh
> O=C(Nc1nc2ccc(S(=O)(=O)N3CCCC3)cc2s1)c1cccs1
  A = 1.0% | B = 0% | C = -2% | D = i | E = 25% | F = 0.0% | G = ? | H = ? | I = ? | J = 0% | K = -3%
> COC(=O)N1CC=CC1(C)C(=O)NCC1CC1 (stereo not drawn)
  A = 0.7% | B = 2% | C = / | D = / | E = / | F = 0.4% | G = 5% | H = / | I = / | J = / | K = -1%
> O=C(NCCCc1ccccc1)c1ccc(Br)o1
  A = -0.7% | B = 0% | C = -4% | D = i | E = 3% | F = -1.6% | G = 13% | H = i | I = i | J = -3% | K = -2%
> C=CCOC(=O)c1[nH]c2c(c1C)C(=O)CC(c1cc(OC)c(OC)c(OC)c1)C2 (stereo not drawn)
  A = -0.4% | B = -3% | C = -6% | D = / | E = / | F = -3.1% | G = ? | H = / | I = / | J = -8% | K = -2%
> CC(C)CNS(=O)(=O)c1ccc(OCC(=O)Nc2ccc3c(c2)OCO3)c(Cl)c1
  A = -4.2% | B = -9% | C = -4% | D = i | E = 4% | F = -1.8% | G = 13% | H = i | I = i | J = 7% | K = 0%
> O=C(Nc1c(C(=O)N2CCOCC2)cnn1-c1ccccc1)c1ccccc1
  A = -1.6% | B = 1% | C = 0%[9.17 µM] | D = / | E = 0%[7.66 µM] | F = -1.0% | G = -4%[11.4 µM] | H = / | I = / | J = 2% | K = 1%
> O=C(OCc1nc2ccccc2s1)c1cccc(S(=O)(=O)N2CCOCC2)c1
  A = 5.3% | B = -2% | C = 3% | D = ? | E = 40%[activator] | F = -0.8% | G = 0% | H = i | I = ? | J = -1% | K = -5%
> CC(C)c1nc2ccccc2c2nnc(SCC(=O)NCc3ccco3)n12
  A = -2.4% | B = -1% | C = 1% | D = ? | E = 5% | F = -0.3% | G = 22% | H = i | I = ? | J = 1% | K = -4%
> COc1ccc(CN(CC(=O)NCC2CCCO2)C(=O)CCC(=O)Nc2cc(C)ccn2)cc1 (stereo not drawn)
  A = -1.1% | B = 1% | C = 2% | D = ? | E = 5% | F = -2.0% | G = 1% | H = i | I = i | J = 3% | K = 2%
> CCNC(=O)CN(c1ccc(C)cc1)S(=O)(=O)c1ccc(SC)cc1
  A = -0.1% | B = 0% | C = -5% | D = i | E = 0% | F = -0.3% | G = ? | H = i | I = ? | J = -2% | K = -1%
> CC1CCC(NC(=O)c2cc3c(=O)n(C)c4ccccc4c3n2C)CC1 (stereo not drawn)
  A = -0.4% | B = 0% | C = -9% | D = / | E = / | F = -0.3% | G = 22% | H = / | I = / | J = / | K = 0%
> O=C(Nc1ccc(N2CCN(C(=O)c3ccco3)CC2)cc1)c1cccc(F)c1
  A = -1.3% | B = 0% | C = 0% | D = i | E = 34%[activator] | F = 0.3% | G = -12% | H = i | I = i | J = 3% | K = -2%
> O=C(Cn1nc(-c2ccccc2)c2ccccc2c1=O)Nc1ccc2c(c1)nc1n2CCOC1
  A = 0.7% | B = -7% | C = / | D = ? | E = 23% | F = -2.4% | G = ? | H = i | I = i | J = 0% | K = -4%
> CCOC(=O)N1CCN(C(=O)c2ccc(CS(=O)(=O)c3ccc(OC)cc3)o2)CC1
  A = -1.9% | B = 0% | C = -4% | D = / | E = / | F = -0.7% | G = 9% | H = / | I = / | J = / | K = 0%
> C1=C(CCNc2nnnn2-c2ccccc2)CCCC1
  A = -0.2% | B = 0% | C = -2% | D = i | E = 4% | F = -2.3% | G = ? | H = i | I = i | J = -3% | K = -3%
> COc1ccccc1NC(=O)C1(C)Cc2ccccc2C(=O)O1 (stereo not drawn)
  A = -3.5% | B = 2% | C = -1% | D = / | E = / | F = 0.7% | G = 12% | H = / | I = / | J = / | K = -5%
> CCCCC(=O)Nc1sc2c(c1C(N)=O)CCC2
  A = -1.2% | B = 0% | C = 1% | D = ? | E = 0% | F = -0.3% | G = 1% | H = i | I = i | J = 4% | K = 0%
> CCN(CC)C(=O)CSc1nc2ccccc2c(=O)n1-c1ccccc1OC
  A = 1.4% | B = 5% | C = -8% | D = ? | E = 18% | F = -3.2% | G = ? | H = i | I = ? | J = 5% | K = -1%
> CC1(C)[C@@H]2CC[C@]1(C)[C@@H](OC(=O)CSC#N)C2
  A = -0.4%[15.4 µM] | B = 0%[11.5 µM] | C = -3%[9.17 µM] | D = ? | E = / | F = -0.5%[15.4 µM] | G = -1%[11.4 µM] | H = i | I = i | J = ? | K = 1%[11.5 µM]
> O=C(NCCN1CCOCC1)c1cccc(Cl)c1
  A = -0.1% | B = -1% | C = 14% | D = i | E = 1% | F = 0.8% | G = 1% | H = i | I = i | J = -1% | K = 1%
> COc1ccc(OC)c(NC(=O)CSc2nnc(CNc3ccc(F)cc3)o2)c1
  A = 1.1% | B = 0% | C = 0% | D = i | E = 3% | F = 1.4% | G = ? | H = i | I = i | J = 3% | K = -1%
> Cc1cc(COc2ccccc2OCc2cc(C)no2)on1
  A = -4.1% | B = 0% | C = -5% | D = i | E = 1% | F = 1.5% | G = 7% | H = ? | I = ? | J = 0% | K = 0%
> O=C(Nc1ccccc1N1CCN(c2ccc(F)cc2)CC1)C1CCCCC1
  A = -0.7% | B = 1% | C = 5% | D = ? | E = 184%[activator] | F = 1.9% | G = 3.2µM* | H = i | I = ? | J = 0% | K = -2%
> O=C(O)[C@@H]1[C@@H](C(=O)Nc2ccccc2)[C@@H]2C=C[C@@H]1O2
  A = 0.4%[15.4 µM] | B = 0%[11.5 µM] | C = -5%[9.17 µM] | D = ? | E = / | F = 0.1%[15.4 µM] | G = -1%[11.4 µM] | H = i | I = i | J = 10%[9.22 µM] | K = 0%[11.5 µM]
> CCn1cc(C2=NOC(C(=O)Nc3ccc4c(c3)OCO4)C2)c(C)n1 (stereo not drawn)
  A = -1.0% | B = 0% | C = / | D = / | E = / | F = -0.3% | G = 1µM* | H = / | I = / | J = / | K = -2%
> COc1ccc(N(C(=O)Cn2nnc3ccccc32)C(C(=O)NCc2ccco2)c2ccc(C)o2)cc1 (stereo not drawn)
  A = -0.7% | B = 0% | C = 6% | D = i | E = 36%[activator] | F = -0.4% | G = 27% | H = i | I = i | J = -2% | K = -4%
> CN1CCN(S(=O)(=O)c2ccc(NC(=O)C3CCCO3)cc2)CC1 (stereo not drawn)
  A = -0.1% | B = -1% | C = 2% | D = ? | E = 2% | F = -1.8% | G = 3% | H = i | I = i | J = 2% | K = -1%
> CCOC(=O)c1c(CN2CCCCC2)oc2ccc(O)cc12
  A = -1.7% | B = 0% | C = 6% | D = i | E = 11% | F = 0.6% | G = 18% | H = i | I = i | J = 2% | K = 0%
> CC(=O)c1cccc(NC(=O)c2ccc(Br)o2)c1
  A = 1.5% | B = 0% | C = -8%[9.17 µM] | D = / | E = 3%[7.66 µM] | F = 0.1% | G = 15%[11.4 µM] | H = / | I = / | J = -2% | K = -1%
> Cc1ccc(S(=O)(=O)N2CCOCC2)cc1C(=O)N1CCOCC1
  A = -4.6% | B = 4% | C = 8% | D = ? | E = -7% | F = -0.1% | G = 3% | H = i | I = i | J = 0% | K = 1%
> Cc1ccc(S(=O)(=O)N2Cc3ccccc3CC2C(=O)Nn2cnnc2)cc1 (stereo not drawn)
  A = -0.5% | B = 0% | C = 1% | D = ? | E = 2% | F = 1.5% | G = -1% | H = i | I = i | J = 7% | K = -4%
> c1nc(NCC2(N3CCOCC3)CCCCC2)c2ccsc2n1
  A = 1.6% | B = -2% | C = 9% | D = i | E = 7% | F = -0.1% | G = 3% | H = i | I = i | J = -2% | K = -4%
> Cc1cccc(-n2c(SCc3cc(=O)n4ccsc4n3)nc3ccccc32)c1
  A = 2.9% | B = -8% | C = 0% | D = ? | E = 33%[activator] | F = 0.1% | G = ? | H = ? | I = ? | J = -3% | K = -9%
> COc1ccc(N(CC(=O)O)S(=O)(=O)c2cccnc2)cc1
  A = -4.8% | B = -1% | C = -11% | D = i | E = -2% | F = 0.4% | G = 1% | H = i | I = i | J = 0% | K = 2%
> COc1ccc(CC(=O)Nc2nncs2)cc1OC
  A = -1.3% | B = 3% | C = 19% | D = i | E = -8% | F = 0.1% | G = -5% | H = i | I = i | J = -1% | K = 1%
> CS(=O)(=O)Nc1cccc(-c2ccc3ncnc(NC4CC4)c3c2)c1
  A = -2.4% | B = -4% | C = 1% | D = i | E = 38%[activator] | F = 3.2% | G = -12% | H = i | I = i | J = 5%[9.22 µM] | K = -3%

Given bar-delimited: three of the compounds above.
SMILES | BRCT PPI green | Casp7 inh | UbGFP stabilizer | Fluorescein autfl | USP2a inhib | BRCT inh red | HEK293 cAMP ctrl | 4MU fluor | A350 fluor | Epigenetic mod | Casp1 inh
Cc1ccc(S(=O)(=O)N2Cc3ccccc3CC2C(=O)Nn2cnnc2)cc1 (stereo not drawn) | -0.5% | 0% | 1% | ? | 2% | 1.5% | -1% | i | i | 7% | -4%
c1nc(NCC2(N3CCOCC3)CCCCC2)c2ccsc2n1 | 1.6% | -2% | 9% | i | 7% | -0.1% | 3% | i | i | -2% | -4%
Cc1cccc(-n2c(SCc3cc(=O)n4ccsc4n3)nc3ccccc32)c1 | 2.9% | -8% | 0% | ? | 33%[activator] | 0.1% | ? | ? | ? | -3% | -9%

Bioassay records (PubChem)
